Shn3 3UTR inh – reduction of Shn3 3'UTR firefly luciferase signal, primary screen, Schnurri-3 inhibitor project, cell-based, Clone20 osteoblasts, set 2 | Clone20 osteoblast Shn3 3'UTR firefly luciferase, 24 h | inhibition, % at 12.5 µM | 0.52% of 360,000 active | AID 588674, 2011;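 active means mean inhibition of at least 75% with every replicate also reaching 75%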;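 further: 0% = median of neutral control wells and 100% = pilot-screen positive control compound; some compounds past the cut are filed as inactive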
CaV13 FRET inh – Disruptors of the CACNA1D IQ motif to Ca2+-dependent inactivation inhibitor domain association, primary screening, Förster resonance energy transfer in intact living …. HEK cells, CFP/YFP FRET ICDI-IQ, plate reader, 10 min; percent FRET-ratio fall versus neutral wells. inhibition, % at 12.3 µM. 0.098% of 340,000 active;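 active means mean replicate inhibition of at least 30% and at least 1% of replicates passing that level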;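 further: 0% = median of the neutral control wells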
NR2E3 ag-1 – NR2E3 agonists in two-hybrid cells, primary screen, cell-based, luminescence, CHO-S, Gal4-NCOR/VP16-NR2E3; AID 602229, 2012; Photoreceptor-specific nuclear receptor (Homo sapiens), Q9Y5X4; inhibition of corepressor binding, % at 3.98 µM; 0.35% of 360,000 active; luciferase;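 active means inhibition above the mean of all tested compounds plus 3 SD, cut at about 70% in these data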;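 further: 0% = DMSO with NR2E3 transfected cells and 100% = cells lacking NR2E3 construct; higher means lower luciferase signal from less NR2E3 corepressor binding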
Target sequence (Q9Y5X4 whole entry, looked up, the tested form may be a part): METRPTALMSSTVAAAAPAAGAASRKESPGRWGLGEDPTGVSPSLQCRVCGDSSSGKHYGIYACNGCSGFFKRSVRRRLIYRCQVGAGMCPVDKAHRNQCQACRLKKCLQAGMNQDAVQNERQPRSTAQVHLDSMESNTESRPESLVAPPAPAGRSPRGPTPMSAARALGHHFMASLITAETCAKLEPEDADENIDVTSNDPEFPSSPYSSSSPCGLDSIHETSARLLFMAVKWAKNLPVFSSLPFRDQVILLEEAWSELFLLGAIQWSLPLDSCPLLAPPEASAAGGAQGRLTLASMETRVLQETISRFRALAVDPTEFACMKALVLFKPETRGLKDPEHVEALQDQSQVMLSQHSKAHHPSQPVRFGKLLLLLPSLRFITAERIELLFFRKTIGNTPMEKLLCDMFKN
Peg3 promoter – Peg3 promoter-driven luciferase inhibitors, primary screen, cell-based, HeLa, luciferase luminescence | inhibition, % at 20 µM | HeLa PEG-Prom luciferase reporter, overnight | 1.7% of 360,000 active;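 active means inhibition of at least 50% at 20 µM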
TRPM1 prom inh – inhibitors of MITF-dependent TRPM1 promoter reporter, primary screen, cell-based, SK-MEL-5, single point, luciferase | SK-MEL-5 TRPM1 promoter luciferase, 24 h | inhibition, % at 12.5 µM | 0.83% of 330,000 active | AID 488899, 2010;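 active means mean inhibition across replicates of 60% or more, whatever share of single replicates reaches that level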; further: values of inactives mirror those of a sister screen read the other way
HIF-2a inh – HIF-2a reporter inhibitors, primary screen, luminescence, 786-0 RCC cells; 786-0 RCC cells HIF-2a reporter, luciferase luminescence, overnight; inhibition, % at 18.8 µM; 0.72% of 360,000 active; AID 624352, 2012;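 active means inhibition of the luminescence signal of 40% or more relative to plate controls, in a single-dose primary screen at 18.75 µM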
NR2E3 ag-2 – inhibitors of NR2E3-RetCOR corepressor binding, primary screen, NR2E3 agonist project, biochemical, TR-FRET, GST-NR2E3, biotin-RetCOR; Photoreceptor-specific nuclear receptor (Homo sapiens), Q9Y5X4; 1536-well; inhibition of corepressor binding, % at 4.78 µM; 0.12% of 320,000 active; AID 2300, 2010;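 active means percent inhibition above the cutoff of mean plus 3 SD of all tested compounds, set per screening campaign, cut at about 20% in these data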;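 further: 0% = DMSO wells and 100% = biotin wells as full block of FRET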
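Test system: GST-NR2E3 and biotin-RetCOR proteins | Quantity: 1.35 nM GST-tagged NR2E3 final | Medium: Tris pH 7.5 | Also added: 7 nM biotin-RetCOR | Dosing: Compound at 4.8 µM, single dose | Timing: 5 h at 4 °C | Detection: Time-resolved FRET | Read-out basis: Percent inhibition | Benchmarks: Biotin wells as high control, 0.6% DMSO wells as low control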
CF NFkB inh – inhibitors of PAF-induced NF-kB signaling, primary screen, cell-based, GFP fluorescence, uHTS; KKLEB NF-kB-GFP reporter, GFP fluorescence overnight; inhibition, % at 5 µM; 0.86% of 360,000 active;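 active means at least 50% inhibition at 5 µM, scaled per plate between neutral and stimulator controls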;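 further: PAF is a Pseudomonas aeruginosa culture filtrate used as stimulus; plate controls were PAF-stimulated DMSO wells for no effect and unstimulated DMSO wells for full effect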
KKLEB cytotox – cytotoxicity in KKLEB CF airway cells, primary screen, cytotoxicity control for CF NF-kB inhibitor project, cell-based, uHTS, fluorescence assay plates; 0.36% of 360,000 active; activity change (cytotoxicity), % at 5 µM; KKLEB CF airway cells viability, ATPlite luminescence, overnight; stronger effect = lower value; cells stimulated with P. aeruginosa culture filtrate;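 active means corrected activity change at or below -50% at 5 µM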
PDI turbidity – inhibitors of human PDI, primary screen, biochemical, turbidity, single point, plate reader | PDI insulin aggregation turbidity, A650, 90 min | inhibition, % at 10 µM | 0.052% of 350,000 active;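 active means mean inhibition across replicates of 30% or more, whatever share of single replicates reach that level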;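 further: absorbance from insulin aggregation driven by PDI reduction with DTT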
Target sequence (P07237 whole entry, looked up): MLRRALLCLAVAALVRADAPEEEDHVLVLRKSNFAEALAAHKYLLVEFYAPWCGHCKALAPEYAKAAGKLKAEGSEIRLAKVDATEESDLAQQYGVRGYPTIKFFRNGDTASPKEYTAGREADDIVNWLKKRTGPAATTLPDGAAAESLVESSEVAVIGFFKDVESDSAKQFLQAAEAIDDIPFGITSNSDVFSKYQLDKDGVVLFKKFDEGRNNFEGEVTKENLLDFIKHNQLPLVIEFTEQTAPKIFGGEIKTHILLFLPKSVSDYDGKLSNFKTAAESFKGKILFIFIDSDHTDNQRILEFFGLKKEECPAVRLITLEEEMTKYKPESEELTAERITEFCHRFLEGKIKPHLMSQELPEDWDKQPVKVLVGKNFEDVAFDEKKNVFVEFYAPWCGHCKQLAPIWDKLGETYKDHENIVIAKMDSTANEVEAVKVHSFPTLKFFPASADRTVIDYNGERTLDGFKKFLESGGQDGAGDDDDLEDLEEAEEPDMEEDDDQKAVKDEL
Vif inh – HIV Vif self-association inhibitors, primary screen, imaging, HEK293T, single point; HEK293T cells, Vif self-association by quenched fluorescence, 24 h; inhibition, % at 7.49 µM; 0.35% of 340,000 active; in the data active means inhibition above about 50%, passing the limit was not always enough; further: some results filed as inactive read as strong as hits
An asterisk follows results filed as active; nt = no result given. This is a random part of the collection. Share with any hit: about 3.3%.

SMILES	Shn3 3UTR inh	CaV13 FRET inh	NR2E3 ag-1	Peg3 promoter	TRPM1 prom inh	HIF-2a inh	NR2E3 ag-2	CF NFkB inh	KKLEB cytotox	PDI turbidity	Vif inh
C(=C\c1ccco1)/C1=NN(c2ccccc2)C(c2ccco2)C1 (configuration not stated)	-30	nt	-36	-73	-19	-186	1	2	-7	0	3
Cc1ccc(S(=O)(=O)c2c(C)cc(C)nc2Oc2cccc(C(F)(F)F)c2)cc1	17	-5	-12	22	7	13	-1	5	-5	5	-23
CC(=O)NC(c1cccs1)c1cc(Cl)c2ccccc2c1O (configuration not stated)	-11	-6	-19	16	8	15	-1	25	0	-2	-3
C=CCC(CC=C)(NC(=O)c1ccccc1)c1ccccc1	6	nt	-1	24	-12	6	2	-4	2	3	11
CNc1nccc(-c2ccc(Cl)cc2)c1C#N	-8	-4	-13	-28	7	-64	7	9	5	-6	-5
S=C(NC1CCCC1)N1CCN(c2ccc(Cl)cc2)CC1	12	-5	-1	-6	6	18	-3	1	-4	12	nt
CCOC(=O)C1=C(C)N(c2ccccc2)C(=O)/C1=C\c1ccco1	17	-8	17	8	10	7	-2	1	-22	21	-8
COCCOC(=O)C1=C(C)N(c2ccccc2)C(=S)NC1c1ccccc1C(F)(F)F (configuration not stated)	6	-2	-27	5	7	14	2	16	22	5	0
COc1ccccc1OCC(=O)Nc1ccc(S(=O)(=O)N2CCOCC2)cc1	-12	-4	-6	17	5	7	4	-9	4	-3	1
CN(C)CCCNc1nc2cc(-c3cnn(C)c3)sc2c(=O)n1C	-16	-7	-30	-17	nt	-7	nt	-41	4	-1	10
CCOC(=O)Cc1nnc(NC(=O)CSc2ccc(Cl)cc2)s1	-18	-4	-16	-4	-2	15	2	-16	13	2	1
COc1ccccc1OCCC(=O)NNC(=O)c1ccccc1F	-19	-2	9	5	1	11	1	2	-25	12	4
CCc1cc2ccc(OC)cc2nc1SCC(=O)Nc1cc(C)on1	23	nt	-11	19	7	15	-1	36	-25	-9	4
O=C(Nc1c(-c2ccccc2)[nH][nH]c1=O)c1ccco1	-18	-5	11	-6	nt	4	nt	-37	9	nt	nt
CCCC(=O)N1CC(=O)Nc2ccc(C)cc2C1c1ccccc1 (configuration not stated)	3	-3	-8	8	-7	14	0	2	3	0	-4
COc1ccc(CN(C2CC2)S(=O)(=O)c2ccccc2Br)cc1	1	-4	4	18	17	-3	nt	15	-13	0	nt
Cc1ccc(S(=O)(=O)Nc2cccc3c2O[C@H](CN(C)Cc2ccccc2)[C@@H](C)CN([C@H](C)CO)C3=O)cc1	14	-5	21	6	3	8	nt	15	0	0	-2
O=C(CCNC(=O)c1ccco1)Nc1ccccc1	8	-3	9	-20	-1	-4	0	-5	5	-6	0
Cc1nc(NC(=O)C(C)Oc2cccc(Cl)c2)sc1C(=O)N(C)C (configuration not stated)	7	-3	-13	-42	-7	-49	1	6	6	2	52*
C=CCNC1=C(Cl)C(=O)N(Cc2ccccc2)C1=O	-15	-3	5	8	-6	4	5	-14	8	4	-4
O=C(O)c1cc(S(=O)(=O)N2CCN(c3ccccn3)CC2)ccc1Cl	-7	1	1	10	-1	14	-2	8	-2	-1	-6
CC(C)(C)C(=O)/C=c1\[nH]c(=O)/c(=C\c2ccc(C#N)cc2)s1	-11	-4	-5	26	-1	10	1	27	-19	-3	6
COc1ccccc1NC(=O)CSc1nc2c(oc3ccccc32)c(=O)n1C	42	-5	9	38	1	1	5	-14	-9	-3	-4
Cc1ccc2c3c(c(SCC(=O)Nc4nonc4C)nc2c1)CCCC3	25	-9	-12	14	-1	14	0	1	-18	-5	3
CCCCCCn1c(=O)n2n(c1=O)[C@@H]1CN(S(=O)(=O)c3ccc(C)cc3)C[C@]1(O)[C@@H](OC(=O)NC1CC1)C2	-13	-6	-17	20	nt	13	nt	20	-7	7	-3

Arranged by number of heavy atoms (highest first): 12 of the compounds above
SMILES	Shn3 3UTR inh	CaV13 FRET inh	NR2E3 ag-1	Peg3 promoter	TRPM1 prom inh	HIF-2a inh	NR2E3 ag-2	CF NFkB inh	KKLEB cytotox	PDI turbidity	Vif inh
Cc1ccc(S(=O)(=O)Nc2cccc3c2O[C@H](CN(C)Cc2ccccc2)[C@@H](C)CN([C@H](C)CO)C3=O)cc1	14	-5	21	6	3	8	nt	15	0	0	-2
COCCOC(=O)C1=C(C)N(c2ccccc2)C(=S)NC1c1ccccc1C(F)(F)F (configuration not stated)	6	-2	-27	5	7	14	2	16	22	5	0
Cc1ccc(S(=O)(=O)c2c(C)cc(C)nc2Oc2cccc(C(F)(F)F)c2)cc1	17	-5	-12	22	7	13	-1	5	-5	5	-23
COc1ccccc1OCC(=O)Nc1ccc(S(=O)(=O)N2CCOCC2)cc1	-12	-4	-6	17	5	7	4	-9	4	-3	1
Cc1ccc2c3c(c(SCC(=O)Nc4nonc4C)nc2c1)CCCC3	25	-9	-12	14	-1	14	0	1	-18	-5	3
O=C(O)c1cc(S(=O)(=O)N2CCN(c3ccccn3)CC2)ccc1Cl	-7	1	1	10	-1	14	-2	8	-2	-1	-6
Cc1nc(NC(=O)C(C)Oc2cccc(Cl)c2)sc1C(=O)N(C)C (configuration not stated)	7	-3	-13	-42	-7	-49	1	6	6	2	52*
COc1ccc(CN(C2CC2)S(=O)(=O)c2ccccc2Br)cc1	1	-4	4	18	17	-3	nt	15	-13	0	nt
CC(C)(C)C(=O)/C=c1\[nH]c(=O)/c(=C\c2ccc(C#N)cc2)s1	-11	-4	-5	26	-1	10	1	27	-19	-3	6
S=C(NC1CCCC1)N1CCN(c2ccc(Cl)cc2)CC1	12	-5	-1	-6	6	18	-3	1	-4	12	nt
O=C(Nc1c(-c2ccccc2)[nH][nH]c1=O)c1ccco1	-18	-5	11	-6	nt	4	nt	-37	9	nt	nt
CNc1nccc(-c2ccc(Cl)cc2)c1C#N	-8	-4	-13	-28	7	-64	7	9	5	-6	-5

(more compounds)
SMILES	Shn3 3UTR inh	CaV13 FRET inh	NR2E3 ag-1	Peg3 promoter	TRPM1 prom inh	HIF-2a inh	NR2E3 ag-2	CF NFkB inh	KKLEB cytotox	PDI turbidity	Vif inh
COc1cccc(/C=N/NC(=O)CNC(=O)c2ccncc2)c1O	3	-7	21	1	-1	13	-1	16	-5	16	4
COc1ccc(-c2nn(-c3ccccc3)cc2C(=O)Nc2cccc(S(=O)(=O)NC3=NCCC3)c2)cc1	-3	-6	-8	30	-7	-8	nt	9	3	-6	-8
Cc1ccc(NC(=O)CNC(c2ccccc2)c2ccccc2)c(F)c1	5	1	8	-2	7	21	1	-1	8	4	-6
O=C(Cc1cccs1)Nc1nc2c(ccc3ccccc32)s1	2	-5	-51	-100	10	-105	3	-26	3	-2	-4
CCOc1ccc(C(=O)N(c2ccccn2)C2CCCCC2)cc1	15	-6	-5	13	-6	18	0	-11	-4	1	4
CN(C)C1(CNC(=O)C2CCN(S(=O)(=O)c3ccccc3C(F)(F)F)CC2)CCCCC1	-13	-3	8	-8	-5	9	1	-16	10	-10	-25
COc1ccc(Cl)cc1C(=O)NNC(=O)c1cccs1	-40	-6	-65	-235	-37	-234	nt	-7	15	5	44
CC(C)CN1C(=O)C(=Nc2cccnc2)c2ccccc21	7	-8	-31	10	13	11	0	-3	9	2	0
Cc1cc(C(=O)Nc2ccc(Cl)c(S(=O)(=O)N3CCOCC3)c2)c2ccccc2n1	9	-2	0	27	0	7	2	1	9	-6	-3
CC1CC(NC(=O)N(C)C)N(C)C(=O)N1 (configuration not stated)	8	-2	16	17	2	20	0	9	-1	1	-4
CCOCCn1c(=NC(=O)CSCC(=O)N2CCOCC2)sc2cc(OC)ccc21	4	-4	-4	0	5	13	2	10	-14	1	-1
Cc1ccccc1N1CC(=O)N(c2ccccc2C)CC1=O	-5	-3	-5	16	20	16	1	1	0	-5	nt
CC1CN(c2sc(S(C)(=O)=O)nc2S(=O)(=O)c2ccc(Cl)cc2)CC(C)O1 (configuration not stated)	8	-15	-2	10	22	7	-4	30	-5	-4	-2
COc1ccc(OC)c(CNC(=O)CCCc2cn(C)c3ccccc23)c1	-2	-6	-7	10	nt	13	2	16	-10	1	-18
Cc1ccc(S(=O)(=O)N(C)c2ccc(OCC(=O)N3CCCCC3)cc2)cc1	9	-1	-24	25	1	10	2	9	8	6	-4
COc1ccc(C(=O)/C=C/Nc2ccc(S(=O)(=O)Nc3onc(C)c3C)cc2)cc1	-10	-4	-104	-54	6	-30	-1	12	11	0	-15
c1ccc(-c2noc(-c3ccc4ccccc4c3)n2)nc1	89*	nt	48	87*	79*	88*	-2	-42	-91*	6	-5
Cc1noc(-c2ccccc2)c1NC(=O)Nc1ccc(Cl)cc1	2	2	-6	19	16	30	0	6	-3	0	8
CN1CCN(c2ccc(NC(=O)COc3cccc4ccccc34)cc2)CC1	18	-4	-21	-42	2	-45	5	10	-14	5	-13
Cc1ccc2c(Cl)cc(Cl)c(OCC(=O)N3CCCC3)c2n1	9	-3	11	11	4	18	2	9	-1	13	1
S=c1[nH]nc(C2CCCCC2)n1/N=C/c1ccco1	-10	-7	-13	15	6	9	-1	-5	1	-2	0
O=C(CCn1cnc2ccccc21)N/N=C/C=C/c1ccccc1	-6	-20	-6	8	-10	-1	2	6	-1	-5	1
COC(=O)c1ccc(NC(=O)Cn2nnc3ccccc32)cc1	-44	-1	-119	-257	-52	-233	4	2	-3	-1	8
Oc1ccc(N=Nc2ccccc2)o1	94*	-3	8	38	9	16	-2	95*	-21	-5	-2
O=C(NNCc1ccccc1)c1ccccc1	-13	-5	-99	-72	3	-66	nt	13	5	-2	8
